TIM10 inh = growth inhibitors of TIM10 yeast strain. S. cerevisiae TIM10 strain growth, BacTiter-Glo luminescence, 24 h. inhibition, % at 10 µM. actives 1.4% (n = 330,000). AID 463195;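 active means inhibition of 40% or more at the single tested concentration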;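 further: wild-type TIM10 isogenic control strain grown at permissive 25 °C; 0% = DMSO yeast wells and 100% = minimal medium wells without yeast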
APJ ag = activates the human apelin receptor APJ; P35414; CHO-K1 APJ PathHunter beta-arrestin, luminescence; 0% DMSO wells, 100% apelin; activation, % at 20 µM; actives 0.11% (n = 330,000); AID 2520;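 active means activation more than six SD over the plate average, tested at 20 µM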;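 further: 0% = DMSO alone and 100% = apelin-13 at 10 nM; some results filed as inactive read as strong as hits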
Target sequence (P35414 whole entry, looked up): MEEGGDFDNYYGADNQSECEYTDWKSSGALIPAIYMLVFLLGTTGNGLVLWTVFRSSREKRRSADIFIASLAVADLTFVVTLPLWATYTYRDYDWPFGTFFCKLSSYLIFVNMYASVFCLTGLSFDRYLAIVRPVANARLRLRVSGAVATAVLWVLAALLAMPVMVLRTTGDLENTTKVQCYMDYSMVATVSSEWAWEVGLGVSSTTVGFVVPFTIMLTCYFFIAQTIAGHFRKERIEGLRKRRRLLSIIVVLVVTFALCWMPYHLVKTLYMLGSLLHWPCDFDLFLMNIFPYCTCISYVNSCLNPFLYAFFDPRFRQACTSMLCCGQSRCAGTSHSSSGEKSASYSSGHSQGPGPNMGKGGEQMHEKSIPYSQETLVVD
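Material: engineered CHO-K1 APJ arrestin reporter cells; amount: 1000 CHO-K1 reporter cells seeded per well; incubation: compound stimulation 90 min at 25 °C, detection 60 min; signal: luminescent beta-gal fragment complementation, chemiluminescent substrate; read-out basis: APJ agonist activity; controls: DMSO-only wells as negative, 10 nM Apelin-13 as positive control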
NALP3 yeast inh = blocks the NALP3 inflammasome reconstituted in yeast; Yeast reconstituted NLRP3/ASC/caspase-1, beta-gal luminescence, 24 h; inhibition, % at 10 µM; actives 0.39% (n = 330,000); AID 2825;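 active means inhibition of 50% or more; inactive means inhibition below 50%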;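 further: plate controls were induced DMSO wells for no effect and uninduced yeast grown without galactose for full effect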
beta cell repl = inducers of beta-cell replication in MIN6 cells | MIN6 cells proliferation, ATPlite luminescence, 48 h; cells starved in 0.2% serum; 100% = growth in 10% serum | proliferation, % at 10 µM | actives 0.29% (n = 330,000);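 active means compounds whose signal lies at least 3.5 SD above the mean of all wells on their plate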;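 further: 0% = DMSO-treated cells in low-serum medium and 100% = 10% serum control; some compounds called inactive have numbers as strong as hits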
APJ antag = antagonists of human APJ apelin receptor | CHO-K1 APJ beta-arrestin complementation, luminescence | P35414 | AID 2521 | actives 0.32% (n = 330,000) | inhibition, % at 20 µM;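 active means inhibition above about 40% at 20 µM, limit read from the data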;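 further: cells challenged with 10 nM apelin-13 agonist together with compound; plate controls were apelin-13 plus DMSO wells for no effect and DMSO wells lacking apelin-13 for full effect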
MPTP block = inhibitors of mitochondrial permeability transition pore. isolated mouse mitochondria, Ca2+ swelling absorbance, 30 min. inhibition, % at 10 µM. actives 1.4% (n = 360,000);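 active means inhibition of 50% or more, scaled per plate between neutral and stimulator controls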;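 further: 0% = DMSO wells given calcium and 100% = 1 mM EGTA wells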
GRIN3A LBD mod = modulates the human NR3A ligand-binding domain | NR3A LBD differential scanning fluorimetry, Tm shift; 0% = protein alone, 100% = glycine-bound protein | Tm shift relative to glycine control, % at 25 µM | actives 2.5% (n = 340,000) | AID 1259313;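 active means melting temperature shift of at least 10% of the positive control shift, at one fixed dose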
tim10-1 inh = tim10-1 yeast growth inhibition; S. cerevisiae tim10-1 ts strain growth, BacTiter-Glo, 24 h; inhibition, % at 20 µM; actives 2.2% (n = 330,000); AID 463190;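 active means inhibition of at least 40%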;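 further: mutant grown at 25 °C; 0% = DMSO wells with yeast and 100% = wells holding no yeast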
tim23-1 inh = growth inhibitors of tim23-1 mutant yeast; S. cerevisiae tim23-1 growth, BacTiter-Glo luminescence, 24 h; inhibition, % at 20 µM; actives 1.3% (n = 330,000); AID 463212;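 active means growth inhibition of the mutant yeast at or above 50%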;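 further: temperature-sensitive mutant grown at 25 °C; plate controls were DMSO-treated mutant yeast for no effect and medium wells lacking yeast for full effect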
* marks the source's active call; other numbers are inactive results; · = no result given. Compounds were not picked by outcome. About 7.2% of those tested had a hit in this group.

SMILES	TIM10 inh	APJ ag	NALP3 yeast inh	beta cell repl	APJ antag	MPTP block	GRIN3A LBD mod	tim10-1 inh	tim23-1 inh
COc1ccccc1NS(=O)(=O)c1ccc2oc(SCC(=O)N3CCNC3=O)nc2c1	10	-2	7	-2	13	-0.6	2	20	13
Cc1cc(-c2ccc(C)c(S(=O)(=O)NCC3CCN(Cc4ccc(F)cc4)CC3)c2)on1	-11	6	15	-7	-37	0.3	1	42*	-24
C=CCN(CC=C)C(=S)Nc1ccccc1	1	-2	3	-1	1	-0.6	1	1	9
CC(C)c1nc(-c2c(N)n(C)c(=O)n(C)c2=O)sc1C(=O)C(C)(C)C	8	8	1	0	3	1.1	1	13	1
CC(NC(=O)CNC(=O)c1cccc(Cl)c1)c1ccccc1 (centres undefined)	-2	0	7	0	-20	0.4	-2	26	20
CC(NCC(=O)Nc1ccccc1C(=O)NC1CC1)c1ccco1 (centres undefined)	-1	-4	2	4	2	-1.5	1	-2	-4
Cc1c(NC(=O)/C(C#N)=C/c2ccc(-c3ccc(Cl)c(Cl)c3)o2)c(=O)n(-c2ccccc2)n1C	33	-1	21	0	-1	3.4	-3	43*	29
COc1ccc(-c2csc(NC(=O)COc3ccc(N(C)S(=O)(=O)c4ccc(C)cc4)cc3)n2)cc1	18	-5	7	0	-4	3.8	2	14	1
Cc1ccccc1C1=NC(C(F)(F)F)(C(F)(F)F)c2c(n(C)c(=O)n(C)c2=O)N1	12	-2	18	0	-17	2.4	-3	7	27
N/C(=N\N=C\c1ccc2c(c1)OCO2)c1nonc1N	15	-9	-3	-4	15	1.8	-3	29	24
N#CC1(NC(=O)COC(=O)CNC(=O)c2sc3ccccc3c2Cl)CCCCC1	2	-4	-6	1	13	-0.7	-1	3	13
O=C(c1ccc2nc(-c3ccco3)c(-c3ccco3)nc2c1)N1CCN(c2ncccn2)CC1	12	6	21	-1	-22	3.3	0	16	9
Cc1nc2ncnn2c(C)c1CCC(=O)NCCC1=CCCCC1	-10	1	3	-2	18	0.5	-1	15	15
FC(F)(F)c1cc(C(F)(F)F)c2ccc(N3CCN(c4ccc(Cl)cc4)CC3)nc2n1	-29	-1	12	-4	-4	42	-6	18	-36
CC(NC(=O)CN1CCN(c2ccccc2F)CC1)c1ccccc1 (centres undefined)	-6	-2	17	2	6	0.1	0	-7	-6

Next part, starting with the last four of the part before.
SMILES	TIM10 inh	APJ ag	NALP3 yeast inh	beta cell repl	APJ antag	MPTP block	GRIN3A LBD mod	tim10-1 inh	tim23-1 inh
O=C(c1ccc2nc(-c3ccco3)c(-c3ccco3)nc2c1)N1CCN(c2ncccn2)CC1	12	6	21	-1	-22	3.3	0	16	9
Cc1nc2ncnn2c(C)c1CCC(=O)NCCC1=CCCCC1	-10	1	3	-2	18	0.5	-1	15	15
FC(F)(F)c1cc(C(F)(F)F)c2ccc(N3CCN(c4ccc(Cl)cc4)CC3)nc2n1	-29	-1	12	-4	-4	42	-6	18	-36
CC(NC(=O)CN1CCN(c2ccccc2F)CC1)c1ccccc1 (centres undefined)	-6	-2	17	2	6	0.1	0	-7	-6
CSCCC(N=C1NS(=O)(=O)c2ccccc21)C(=O)NCCc1ccccc1 (centres undefined)	-9	-4	9	-3	5	0.2	0	-5	-3
CCNC(=O)COn1c(SCC(=O)NCC)nc2ccccc2c1=O	-5	6	-2	-3	16	1.8	-4	5	3
Cn1c2ccccc2c(=O)c2c(=O)n(Cc3ccco3)c(-c3ccc(F)cc3)nc21	18	5	31	-3	9	0.3	-1	-7	18
O=C(COC(=O)c1ccccc1SCC(=O)N1CCCC1)NCc1ccccc1	-7	-7	17	-1	-9	-1.6	1	-3	12
O=c1c2c(-c3ccc([N+](=O)[O-])cc3)csc2nc2n1CCCCC2	3	2	15	-2	6	-0.6	-1	37	8
CCOC(=O)C1(Cc2ccccc2Cl)CCN(C(=O)CCn2ccnc2C)CC1	16	-1	6	-4	-4	-1.9	-4	27	21
Cn1c(CSCc2ccc(F)cc2)nnc1SCC(=O)N1CCN(c2ccccc2)CC1	14	-3	18	-3	-28	3.3	0	23	22
COc1ccc(C(=O)NCCN2CCOCC2)cc1S(=O)(=O)Nc1ccc(C)cc1	4	-6	9	-1	0	-0.1	0	-4	-11
CC(C)=C1C2CCC1C1C(=O)N(c3nc(-c4ccc(C(C)C)cc4)c(C)s3)C(=O)C21 (centres undefined)	16	-8	13	-3	0	2.4	1	30	-4
COCCCNC(=O)CN(c1cccc(Cl)c1)S(C)(=O)=O	-14	-1	10	-2	-1	-2.6	-2	2	-6
CCC(C)(C)C1CCc2[nH]nc(C(=O)NCc3ccc(OC)cc3)c2C1 (centres undefined)	0	12	11	-7	-19	-0.5	2	19	31
CCCN1CCN(CC(=O)NCC(=O)Nc2cccc(C)c2C)CC1	1	6	8	1	8	0.2	0	-1	9
Cc1ccc(-c2nc(CS(=O)CC(=O)NC(C)CCc3ccccc3)c(C)o2)cc1 (centres undefined)	27	-6	-3	-8	-26	-1.3	-2	9	25
NC(=O)NC(=O)COC(=O)CNS(=O)(=O)c1ccc(F)c(F)c1F	14	-3	-15	-1	-7	1.2	1	-17	5
Cc1ccc(C(=O)C(C)OC(=O)c2ccc(Cl)nc2)cc1 (centres undefined)	-14	-3	16	3	-31	-0.1	3	-20	-2
CC(=O)n1cc(N(C(=O)CCl)c2ccc(C)cc2)c2ccccc21	22	2	12	-4	-3	1.4	0	35	69*
CCOC(=O)C1=C(c2ccccc2)NC(=S)NC1c1ccc(C)c([N+](=O)[O-])c1 (centres undefined)	0	-3	-3	-4	12	-7.7	-7	17	-5
CN1CCN(C2CCN(S(=O)(=O)c3ccc(C(C)(C)C)cc3)CC2)CC1	13	-1	19	0	3	0.6	-2	-7	3
CSC1=NNC(c2ccc(C(C)(C)C)cc2)=NN1	13	-4	23	1	10	1.4	0	15	16
Cc1cc(=O)[nH]c(SCc2cccc3cccnc23)n1	0	-4	18	-1	-10	0.1	0	12	18
O=C(NCC1COc2ccccc2O1)c1ccc(NC(=O)C2CCCO2)cc1 (centres undefined)	14	8	-3	-2	15	0.0	-1	25	9
O=C(COC(=O)C1CCCCC1)Nc1ccc(S(=O)(=O)N2CCOCC2)cc1	5	-1	9	-2	9	-0.8	1	28	0
N#Cc1ccccc1OCCCN1CCC(Cc2ccccc2)CC1	-5	-2	34	-1	11	0.8	0	-1	3
Cn1cccc1/C=N/NC(=O)c1ccncc1	8	-3	1	1	12	0.2	0	6	12
O=C(CN1C(=O)C(=O)N(Cc2ccccc2)C1=O)Nc1cc(Cl)cc(Cl)c1	-7	-3	-3	-2	-21	23	26*	-11	-11
CN1CCN(C(=O)/C(=C/c2ccc([N+](=O)[O-])cc2)NC(=O)c2ccccc2)CC1	8	-3	20	2	18	-1.0	-3	-10	0
COc1cccc(-c2noc(C3CCCN(C(=O)Cc4ccccc4)C3)n2)c1 (centres undefined)	41*	-2	-66	-2	-11	-2.2	1	40*	39
COc1ccc(NC(=O)Cn2nc(C(=O)O)c3ccccc3c2=O)cc1Cl	-21	0	9	2	11	1.6	-4	-18	-16
CC(=O)Nc1ccc(S(=O)(=O)NCCC(=O)NNC(=O)c2ccccc2O)cc1	11	-3	18	2	22	0.7	-1	-12	-11
CC(NC(=O)OC(C)(C)C)C(=O)NC(CCC(=O)OCc1ccccc1)C(N)=O (centres undefined)	-5	-2	9	-3	1	-1.0	-2	6	8
O=[N+]([O-])CC(c1ccccc1)c1c[nH]c2ccccc12 (centres undefined)	45*	-2	-15	-4	-4	3.5	-6	19	39
CC1CCCN(c2ccc(C(=O)Nc3ccc4c(c3)OCO4)cc2[N+](=O)[O-])C1 (centres undefined)	0	-1	18	-6	19	58*	-2	18	31
CCN(CC)S(=O)(=O)c1cccc(-c2nnc(SC(C)C(=O)NCCC3=CCCCC3)o2)c1 (centres undefined)	21	-3	-7	-2	4	16	-6	25	17
CN1C=CC(=C2C(=O)c3ccccc3C2=O)C=C1	-9	-2	0	-5	12	·	·	-8	-24
O=C1NCCN(Cc2ccc(-c3ccccc3)cc2)C1CC(=O)N1CCN(CCO)CC1 (centres undefined)	-8	1	-4	3	4	-0.4	-1	4	14
CN1CCN(/N=C/c2nc(-c3cccc([N+](=O)[O-])c3)n3ccccc23)CC1	-8	-1	2	-1	-11	-1.8	-2	0	14
Cc1ccc(C(=O)CSc2nnc(-c3ccco3)n2CC2CCCO2)cc1 (centres undefined)	25	-1	-2	-1	8	-1.1	1	31	6
Cc1cc(C)cc(OCC(=O)Nc2ccccc2C(=O)N2CCOCC2)c1	4	-3	3	0	7	0.1	1	9	14
O=C(CCC(=O)N1CCOCC1)NCCc1ccc(F)cc1	11	1	8	-3	-2	0.0	2	4	7
COc1ccnc(N=CNOCc2ccc(F)cc2Cl)c1C#N	5	-3	9	-1	7	-0.2	0	14	18
O=C(Nc1ccc2ccccc2c1)c1ccc2[nH]c(=O)c(=O)[nH]c2c1	1	0	4	-2	8	1.1	6	8	4
COC(=O)c1ccc(OC(=O)c2ccccc2F)cc1	19	-14	14	-2	-10	·	·	10	18
Cn1nc(-c2ccc(OCC(=O)Nc3cccnc3)cc2)c2ccccc2c1=O	17	-4	0	-6	-10	7.2	-2	22	24
CN(CC(=O)NCc1ccco1)CC(=O)Nc1cc(S(C)(=O)=O)ccc1Cl	-4	1	10	0	3	-0.4	1	3	7
COc1ccc(C(=O)NCC(=O)OCC(=O)Nc2ccc(C)c(S(=O)(=O)N(C)C)c2)cc1OC	-7	-5	0	-4	4	2.1	-2	6	-5
CC(C)[C@H](NC(=O)c1ccco1)C(=O)OCC(=O)NC12CC3CC(CC(C3)C1)C2	-2	5	-4	-3	10	-0.2	0	-1	28
CN(C(=O)c1cccc(C(=O)N(C)c2ccccc2)c1)c1ccccc1	5	-3	7	1	6	1.0	-7	18	27
O=C(CN1c2cccc3cccc(c23)S1(=O)=O)Nc1cccc(S(=O)(=O)N2CCOCC2)c1	-7	1	7	-5	-17	0.1	0	5	8
CN1CCCC(n2nc(Cc3ccc(Cl)cc3)c3ccccc3c2=O)CC1 (centres undefined)	16	15	31	-8	-11	1.3	-1	21	-3
COC(=O)c1ccccc1NC(=O)N1CCc2ccc(NC(=O)c3ccccn3)cc2C1	-8	13	23	-5	-46	-0.5	-4	9	-2
Cc1ccc2[nH]c3c(NCCN4CCOCC4)ncnc3c2c1	2	1	7	0	13	-1.4	2	4	-3
CCn1c2ccccc2c(=O)c2ccccc21	15	-2	26	-2	13	-0.4	2	2	26
O=C(Nc1nc2ccsc2c(=O)s1)c1ccc(F)cc1Cl	-27	-1	-3	0	6	-0.1	0	-2	-19
COc1ccc(OC)c(S(=O)(=O)NCc2cn3c(C)csc3n2)c1	-4	-5	5	3	14	-2.0	-1	8	12
Cc1ccc(C(=O)Nc2ccccc2N2CCCCC2)cc1[N+](=O)[O-]	29	-5	-8	-6	6	-0.5	2	23	17
COCCn1c(SCC(=O)Nc2ccc(OC)cc2)nc2c(oc3ccccc32)c1=O	7	-1	-13	-3	3	·	·	14	-9
O=C(OC1CCCCC1)c1ccc(NC(=O)C2CCCCC2)cc1	19	0	19	-4	10	-2.9	-2	25	43

Compound activity deposited in PubChem BioAssay by Sanford-Burnham Center for Chemical Genomics.
